Screens as filed in PubChem BioAssay.
GALK inhibitor = qHTS Assay for Inhibitors of Human Galactokinase (GALK): NCGC Sytravon Library Screen | recombinant GALK, Kinase-Glo ATP luminescence, 1 h | P51570 | 44,000 tested, under 10 active | Potency, µM (series often up to 57.5 µM), for inactives: at the highest dose activity, negative = inhibition, hits mostly inhibitors;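 note: plate controls were full GALK reaction for no effect and reaction lacking GALK for full effect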
Target sequence (P51570 whole entry, looked up): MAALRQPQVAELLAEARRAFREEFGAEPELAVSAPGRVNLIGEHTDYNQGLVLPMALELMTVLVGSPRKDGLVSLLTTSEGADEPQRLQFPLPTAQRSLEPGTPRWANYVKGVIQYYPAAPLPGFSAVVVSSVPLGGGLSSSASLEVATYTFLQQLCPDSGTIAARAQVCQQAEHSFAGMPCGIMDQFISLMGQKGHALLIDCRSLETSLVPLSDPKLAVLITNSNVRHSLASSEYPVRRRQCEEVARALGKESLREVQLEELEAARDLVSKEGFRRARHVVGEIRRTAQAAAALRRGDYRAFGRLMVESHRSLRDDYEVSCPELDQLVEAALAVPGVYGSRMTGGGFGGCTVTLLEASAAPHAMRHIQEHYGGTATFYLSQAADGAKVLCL
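5 nM GALK with 35 µM ATP and 100 µM galactose in HEPES pH 8.0, MgCl2, NaCl, DTT, BSA; 1 h RT reaction, remaining ATP detected by Kinase-Glo Plus luminescence after 10 min; qHTS concentration series.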
PTAP-TSG101 blk = qHTS Validation Assay for Inhibitors of HIV-1 Budding by Blocking the Interaction of PTAP/TSG101: Sytravon Library Screen; 44,000 tested, under 10 active; Fluorescence polarization, FITC-PTAP peptide/Tsg101, 20 min; Tumor susceptibility gene 101 protein (Homo sapiens), Q99816; Potency, µM (top dose mostly 115 µM), inactives show at the highest dose activity change, negative = inhibition, hits mostly inhibitors; note: potency is the fitted concentration of half-maximal effect; 0% is about no effect
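The Tsg101 binding domain, at 10 uM final, is mixed with compound and a FITC peptide bearing the PTAP motif (50 nM final). After 20 min at r.t., polarization is measured; actives defined by CRC class, efficacy cut-off 60% inhibition.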
FH mod = Identification of activators of human fumarate hydratase by quantitative high-throughput screening; AID 1347055, 2019; Fumarate hydratase, mitochondrial (Homo sapiens), P07954; FH coupled MDH/diaphorase resazurin fluorescence, 15 min; Potency, µM (doses to about 79.9 µM), for the others: top-dose activity change, negative = inhibition, most hits filed as inhibitors; actives 0.22% (n = 54,000); note: potency is the fitted concentration of half-maximal effect; % is set by controls: 0 for no effect and ±100 for the full control effect; the screen sought activators but most active calls are inhibition curves; nearly all actives have a fitted effect of over 45% in size
B2AR arrestin ag = qHTS assay of beta-arrestin-biased ligands of beta2-adrenergic receptor: NCGC Sytravon Library Screen. HTLA Tango cells, beta-arrestin recruitment, luciferase luminescence, 18 h. Beta-2 adrenergic receptor (Homo sapiens), P07550. Potency, µM (titrated, usually from 46.1 µM), for the others: at the top dose activation, actives largely listed as activators. AID 1347077, 2019. 44,000 tested, under 10 active;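 note: potency is the fitted concentration of half-maximal effect; 0% = DMSO and full agonism = EC100 isoproterenol or metaproterenol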
Target sequence (P07550 whole entry, looked up): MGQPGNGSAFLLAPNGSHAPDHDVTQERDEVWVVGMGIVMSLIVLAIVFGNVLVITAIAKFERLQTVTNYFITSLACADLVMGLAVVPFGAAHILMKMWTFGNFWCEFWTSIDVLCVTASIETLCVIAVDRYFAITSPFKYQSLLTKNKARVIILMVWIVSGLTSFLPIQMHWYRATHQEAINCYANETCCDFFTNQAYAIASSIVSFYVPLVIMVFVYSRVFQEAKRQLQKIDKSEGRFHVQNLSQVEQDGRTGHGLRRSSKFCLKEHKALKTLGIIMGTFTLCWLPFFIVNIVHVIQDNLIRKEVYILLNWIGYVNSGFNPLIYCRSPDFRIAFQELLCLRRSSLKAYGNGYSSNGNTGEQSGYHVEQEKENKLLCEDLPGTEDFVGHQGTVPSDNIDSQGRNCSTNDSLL
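Tango cell line, 1% FBS DMEM; cpd titration up to 46 microM; 18 hr, 37 degrees C, 5% CO2. Luciferin/ATP substrate mix added, 15 min RT, luminescence. %Activity, CRC fitting, curve-class categorization.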
p53null 32C kill = qHTS Screen for Compounds that Selectively Target Cancer Cells with p53 Mutations: Cytotoxicity of p53 Null Cells at the Permissive Temperature; H1299-neo p53 null cells, ATP luminescence, 24 h, 32C; Potency, µM (doses to about 46.1 µM), for inactives: at the highest dose activity change, negative = cytotoxicity, hits mostly cytotoxic; actives 0.62% (n = 55,000); AID 903, 2007;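 note: potency is the fitted concentration of half-maximal effect; 0% = DMSO only and -100% = full killing by 100 µM tamoxifen; nearly all actives have a fitted effect of over 55% in size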
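Luminescent ATP readout gave cell viability of p53-null H1299-neo cells after a 24 h compound exposure at the permissive 32C. Titrations ran up to 46 uM, and AC50s were fitted with the standard Hill equation.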
NTMT1 inh = Primary qHTS for Inhibitors of N-terminal methyltransferase 1 (NTMT1): MTaseGlo Assay | actives 2.5% (n = 59,000) | AID 1645870, 2021 | Potency, µM (series often up to 114 µM), inactives show at the highest dose activity change, negative = inhibition, most hits filed as inhibitors | NTMT1 MTase-Glo SAH luminescence, purified enzyme | N-terminal Xaa-Pro-Lys N-methyltransferase 1 (Homo sapiens), Q9BV86;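 note: potency is the fitted concentration of half-maximal effect; plate controls were DMSO vehicle for no effect and no enzyme for full effect; nearly all actives have a fitted effect of over 65% in size; many of its hits are not listed in these tables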
Target sequence (Q9BV86 whole entry, looked up): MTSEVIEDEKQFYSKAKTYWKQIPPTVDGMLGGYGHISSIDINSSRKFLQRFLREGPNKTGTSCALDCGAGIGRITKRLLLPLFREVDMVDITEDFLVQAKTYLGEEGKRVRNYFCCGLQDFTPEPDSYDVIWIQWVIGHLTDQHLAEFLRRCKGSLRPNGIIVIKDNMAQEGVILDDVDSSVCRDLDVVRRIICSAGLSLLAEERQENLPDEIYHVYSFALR
p53null 39C tox = qHTS Screen for Compounds that Selectively Target Cancer Cells with p53 Mutations: Cytotoxicity of p53 Null Cells at the Nonpermissive Temperature; Potency, µM (doses to about 46.1 µM), without a hit: at the top dose activity, negative = cell killing, actives largely listed as cytotoxic; H1299 p53-null (neo) cells, 39C, ATPlite viability, 24 h; actives 0.97% (n = 55,000);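 note: potency is the fitted concentration of half-maximal effect; 0% = DMSO only and -100% = full killing by 100 µM tamoxifen; nearly all actives have a fitted effect of over 50% in size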
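Temperature-shift cytotoxicity format: compound titrations on p53-null or A138V-expressing H1299 cells held 24 hr at 39C, cell ATP then measured, AC50 from Hill model.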
Numbers without * were called inactive; ? = inconclusive; / = not tested or not shown; [ ] = remark or other dose. Calls come from the whole dose curve; as a rule, active = well fitted curve in the direction sought with a large enough effect; inconclusive = small, poorly fitted or top-dose-only effect, or another doubt; inactive = no such curve, though single readings can be large; an effect the other way counts as inactive or inconclusive. Not all compounds are listed; count on the stated rates, not on these rows.

compound	GALK inhibitor	PTAP-TSG101 blk	FH mod	B2AR arrestin ag	p53null 32C kill	NTMT1 inh	p53null 39C tox
Cc1cc(C)n(C(C)CC(=O)Nc2ccc(C)c(N(C)C)c2)n1 (stereo not drawn)	3%	-8%	-9%	-1%	4%	-3%	-2%
CCOC(=O)c1c(S(=O)(=O)N2CCCC(C(=O)Nc3cc(C)ccc3OC)C2)c(C)n(C)c1C (stereo not drawn)	2%	2%	32%	-3%	-7%	3%	-1%
Cc1ccc(C(=O)NCC(c2ccc3c(c2)OCO3)N2CCOCC2)cc1 (stereo not drawn)	0%	1%	0%	1%	0%	-12%	23%
Cc1cccc(NC(=O)N2CCN(C)c3ncccc32)c1C	-4%	-11%	1%	1%	0%	9%	-8%
O=C(CN1C(=O)CC(c2ccco2)Sc2ccccc21)Nc1ccc(C(F)(F)F)cc1 (stereo not drawn)	0%	2%	2%	0%	-11%	-12%	-13%
O=C(NCCc1ccccc1)c1ccc2c(c1)N(Cc1ccc(Cl)cc1)C(=O)CS2	8%	-1%	-41%	-2%	17%	7%	24%
COC(=O)c1c(-c2ccc(Cl)cc2)noc1N1CCN(c2ccccc2F)CC1	-2%	1%	-6%	-2%	-3%	12%	-6%
CCOC(=O)c1c(C)[nH]c(C)c1S(=O)(=O)N1CCCC(C(=O)Nc2ccc(C)cn2)C1 (stereo not drawn)	-2%	1%	?	0%	-11%	-1%	-10%
CSc1ncc(Cl)c(C(=O)Nc2cc(C(F)(F)F)ccc2Cl)n1	-8%	-5%	24%	0%	2%	7%	-7%
COCCCn1c(=N)c(C(=O)NCc2cccnc2)cc2c(=O)n3cc(C)ccc3nc21	2%	-4%	1%	-2%	2%	-13%	-7%
Cc1ccc(S(=O)(=O)c2nc(-c3ccccc3)oc2N2CCN(c3ccccc3)CC2)cc1	4%	1%	-6%	0%	-10%	10%	19%
CCOc1ccc2nc(NC(=O)c3cc(=O)c4cc(C)cc(C)c4o3)sc2c1	-3%	0%	-1%	-1%	0%	-3%	27%

Carrying on:
compound	GALK inhibitor	PTAP-TSG101 blk	FH mod	B2AR arrestin ag	p53null 32C kill	NTMT1 inh	p53null 39C tox
Cc1cc(C)cc(-n2c(SCC(=O)Nc3ccccc3)nc3c(oc4ccccc43)c2=O)c1	5%	-2%	-23%	7%	-3%	1%	15%
COc1ccc(N(Cc2ccccc2)C(=O)c2nc(SC)ncc2Cl)cc1	3%	2%	-33%	0%	18%	-4%	23%
CCOc1ccccc1NC(=O)Cn1ncc2c([nH]c3ccccc32)c1=O	1%	2%	-33%	0%	-5%	-7%	-2%
Cc1nc(SCC(=O)Nc2ccccc2Cl)cc(-c2ccccc2)n1	-10%	-2%	1%	-3%	-12%	10%	-10%
CN(C(=O)c1ccc2c(c1)N(Cc1cccc(Cl)c1)C(=O)c1ccccc1S2=O)C1CCCCC1 (stereo not drawn)	0%	0%	-21%	-1%	45%[activator]	-6%	1%
Cc1ccc(C)c(NC(=O)CCN2C(=O)c3ccccc3Sc3ncccc32)c1	0%	1%	1%	0%	-3%	0%	-10%
Cc1cc(Br)cc2c(C(=O)OCC(=O)c3ccccc3)cc(-c3ccccc3)nc12	3%	3%	-18%	1%	1%	12%	32%[activator]
O=C1C2=C(Nc3ccccc3SC2c2c(F)cccc2Cl)c2ccccc21 (stereo not drawn)	1%	2%	-29%	1%	36%[activator]	-6%	22%
O=C(Nc1cccc(F)c1)C1CCCN(S(=O)(=O)c2cccc3cccnc23)C1 (stereo not drawn)	8%	0%	-4%	1%	?	-23%	-20%
CCN(CC)S(=O)(=O)c1cc(-c2nnc(Nc3ccc(OC)c(C(N)=O)c3)c3ccccc23)ccc1C	2%	-4%	/	2%	7%	/	-29%
FC(F)(F)c1ccc(-c2noc(-c3ccccc3Br)n2)cc1	-2%	-4%	-13%	1%	-9%	0%	-7%
COc1ccc(S(=O)(=O)N(CC(=O)Nc2ccccc2Br)Cc2ccccc2)cc1	?	0%	-5%	0%	9%	?	-2%

Additional results.
compound	GALK inhibitor	PTAP-TSG101 blk	FH mod	B2AR arrestin ag	p53null 32C kill	NTMT1 inh	p53null 39C tox
Cc1ccc(CNC(=O)C2CCN(S(=O)(=O)c3ccc4c(c3)CCCN4C(=O)C3CCC3)CC2)cc1	3%	-2%	-30%	-1%	10%	13%	7%
CCc1ccc(S(=O)(=O)c2nnn3c2nc(N2CCOCC2)c2sccc23)cc1	0%	-6%	14%	-1%	4%	7%	-20%
CCOc1ccc(N2CC(NC(=O)/C=C\c3ccc4c(c3)OCO4)CC2=O)cc1 (stereo not drawn)	-8%	0%	-4%	-3%	1%	-2%	9%
CCCc1cc(=O)n2[nH]c(NCc3ccccc3OC)nc2n1	-1%	-10%	6%	-2%	-13%	11%	-7%
COc1ccc(CCNC(=O)c2c(C)nn(-c3ccc(F)cc3)c2-n2cccc2)cc1OC	-1%	-8%	-9%	1%	12%	20%	2%
CC(C)c1nc2ccc(C(=O)NCCCN3CCN(c4ccccc4)CC3)cc2o1	4%	1%	0%	2%	-5%	-10%	6%
CCc1nn(CC(=O)Nc2c(C)cccc2C)c(=O)c2cc3sccc3n12	1%	-2%	8%	0%	-1%	-3%	-6%
COc1cccc(CNC(=O)CSc2ncc(S(=O)(=O)c3ccc(Br)cc3)c(=O)[nH]2)c1	4%	-13%	-8%	-2%	12%	-17%	?
COc1ccccc1N1CCN(C(=O)c2cc3c(=O)oc4ccc(C)cc4c3s2)CC1	-1%	-3%	-2%	-1%	5%	-12%	-8%
Cc1cc2[nH]c(=O)c(=O)[nH]c2cc1S(=O)(=O)N1CCN(c2ccccc2F)CC1	-7%	1%	-12%	0%	-3%	0%	-4%
Cc1ccc(-n2nc3c(=O)n(CCCC(=O)NCCc4ccccc4)nc(C)c3c2C)cc1	0%	0%	-2%	1%	10%	17%	-5%
CN1CC(=O)Nc2cc(C(=O)O)ccc21	1%	0%	11%	-1%	4%	8%	14%

Following part:
compound	GALK inhibitor	PTAP-TSG101 blk	FH mod	B2AR arrestin ag	p53null 32C kill	NTMT1 inh	p53null 39C tox
CCOc1ccc(NC(=O)c2ccc3nc(C(C)C)oc3c2)cc1	-1%	1%	-7%	-1%	-6%	10%	?
Cc1ccccc1NC(=O)Cn1c(=O)n(CC2CCC(C(=O)NCCc3ccccc3)CC2)c(=O)c2ccccc21 (stereo not drawn)	3%	2%	-19%	0%	-14%	-11%	?
COc1cccc(CNC(=O)Cn2cc3c(n2)-c2c(oc(C(=O)N4CCCC4)c2C)CC3)c1OC	4%	-1%	-9%	2%	-4%	6%	?
O=C(Cn1ccc2cc(S(=O)(=O)N3CCCCCC3)ccc21)NCCc1ccc(Cl)cc1	1%	-2%	-14%	0%	2%	14%	-1%
CCCOc1ccc(CN2C(=O)C(=O)c3cccc(C)c32)cc1	-12%	-1%	-7%	-2%	67%[activator]	-11%	?
COc1ccc(NC(=O)C(c2ccc(C)cc2)N(C)C(=O)Cc2cccs2)cc1 (stereo not drawn)	-6%	1%	-17%	-1%	1%	-2%	41%[activator]
CCOc1ccc(OCC)c(NC(=O)c2cnn(-c3ccc(F)cc3)c2-n2cccc2)c1	3%	4%	-1%	0%	-2%	-6%	11%
CCc1nonc1NC(=O)c1oc2ccc(F)cc2c1C	1%	0%	7%	-1%	-10%	7%	-2%
CC(=O)NCCNC(=O)CCCc1nnc2n(CC(C)C)c(=O)c3sccc3n12	0%	-3%	-4%	1%	-3%	2%	4%
COc1cc(-c2nc3sccn3c2Nc2cccc(C)c2)ccc1O	2%	-7%	?	6%	7%	-4%	-18%
COc1ccc(S(=O)(=O)N2CCCCC2)cc1C(=O)NC1CCS(=O)(=O)C1 (stereo not drawn)	-3%	-1%	-2%	0%	-5%	-2%	-13%
COc1ccc(NC(=O)Cn2c(=O)c3ccccc3n3nncc23)cc1Cl	1%	-2%	-6%	-1%	0%	14%	-10%

Continued:
compound	GALK inhibitor	PTAP-TSG101 blk	FH mod	B2AR arrestin ag	p53null 32C kill	NTMT1 inh	p53null 39C tox
CCOC(=O)CSc1nc2ccc(NC(=O)c3ccc(C)cc3)cc2s1	0%	-4%	-10%	-4%	10µM*	9%	?
CC(C)c1ccc(NC(=O)CSC2=Nc3ccccc3C3=NC(CCC(=O)NCc4ccco4)C(=O)N23)cc1 (stereo not drawn)	-8%	0%	-11%	-2%	0%	14%	-13%
COc1ccccc1N(CC(=O)Nc1ccc(C)c(Cl)c1)S(=O)(=O)c1ccc(C)cc1	-1%	0%	-13%	-2%	-9%	12%	16%
COCCn1c(=O)[nH]c2cc(C(=O)Nc3ccc(OC)cc3)ccc2c1=O	-1%	-3%	1%	0%	2%	13%	3%
COc1ccc(CNC(=O)C2CCC(CNS(=O)(=O)c3cccs3)CC2)cc1 (stereo not drawn)	0%	-3%	0%	1%	-12%	24%	1%
COc1cc(-c2noc(-c3ccc(NCc4ccco4)c([N+](=O)[O-])c3)n2)cc(OC)c1OC	1%	3%	-6%	-3%	1%	-2%	-9%
Cc1ccccc1OCCCCn1c(-c2ccc(Cl)cc2)nc2ccccc2c1=O	2%	0%	/	-2%	0%	/	1%
COc1ccc(S(=O)(=O)NCCc2csc3nc(-c4ccc(Cl)cc4)nn23)cc1C	1%	1%	-2%	-3%	-3%	5%	-5%

Single records, as listed above. Order of screens: GALK inhibitor | PTAP-TSG101 blk | FH mod | B2AR arrestin ag | p53null 32C kill | NTMT1 inh | p53null 39C tox
CN(C(=O)c1ccc2c(c1)N(Cc1cccc(Cl)c1)C(=O)c1ccccc1S2=O)C1CCCCC1 (stereo not drawn) reads 0% | 0% | -21% | -1% | 45%[activator] | -6% | 1%
O=C(CN1C(=O)CC(c2ccco2)Sc2ccccc21)Nc1ccc(C(F)(F)F)cc1 (stereo not drawn) reads 0% | 2% | 2% | 0% | -11% | -12% | -13%
Cc1ccccc1NC(=O)Cn1c(=O)n(CC2CCC(C(=O)NCCc3ccccc3)CC2)c(=O)c2ccccc21 (stereo not drawn) reads 3% | 2% | -19% | 0% | -14% | -11% | ?
